Screening results as filed in PubChem BioAssay.
HKDC1 inh = HKDC1 (human) hexokinase inhibition. hit rate 0.16% among 340,000. recombinant HKDC1, G6PDH/diaphorase resazurin coupled fluorescence. inhibition, % at 20 µM. AID 493160;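 active = inhibition above about 35% when tested at 20 µM, limit read from the data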;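 also: plate controls were DMSO wells with enzyme for no effect and DMSO wells lacking enzyme for full effect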
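Material – in-house recombinant HK5 (HKDC1) enzyme · Quantity – HKDC1 at 5 µg/mL · Buffer or medium – pH 8.0 Tris buffer with 10 mM MgCl2 · Reagent – glucose with 1 mM ATP · Dosing – single 20 µM dose · Times – reaction time 90 min, room temperature, protected from light · Technique – resorufin fluorescence at 613 nm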
Apaf-1 inh = blocks human Apaf-1 apoptosome activity; O14727; reconstituted apoptosome caspase-3 activity, DEVD-Rh110 fluorescence; inhibition, % at 20 µM; hit rate 0.71% among 330,000; AID 489030; active = inhibition of at least 40% at 20 µM;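 also: plate controls were DMSO wells for no effect and DEVD-CHO caspase inhibitor wells for full effect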
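Material: reconstituted apoptosome with Apaf-1, cytochrome c, caspase-9, procaspase-3, dATP. Technique: Rh110 fluorescence intensity. Buffer or medium: pH 7.5 Hepes buffer with CHAPS, BSA, DTT. Times: 30 min plus 50 min, RT.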
SENP7 block = blocks the human protease SENP7; Q9BQF6; recombinant SENP7, Z-RLRGG-aminoluciferin luminescence, 40 min; inhibition, % at 5 µM; hit rate 1.5% among 330,000;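 active = inhibition above about 50% at the single test dose, limit read from the data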;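 also: plate controls were DMSO with enzyme for no effect and no enzyme buffer wells for full effect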
Target sequence (Q9BQF6 706-1050 limits assumed): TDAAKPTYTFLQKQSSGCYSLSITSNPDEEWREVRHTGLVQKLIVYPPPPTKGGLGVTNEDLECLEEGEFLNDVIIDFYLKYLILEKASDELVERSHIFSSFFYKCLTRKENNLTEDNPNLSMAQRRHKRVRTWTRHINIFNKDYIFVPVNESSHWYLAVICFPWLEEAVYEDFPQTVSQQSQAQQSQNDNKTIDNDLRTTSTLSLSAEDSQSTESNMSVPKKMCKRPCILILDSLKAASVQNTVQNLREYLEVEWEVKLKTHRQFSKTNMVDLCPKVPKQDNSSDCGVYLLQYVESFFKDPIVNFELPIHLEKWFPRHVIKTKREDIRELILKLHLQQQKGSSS
SENP6 inh = blocks the human protease SENP6; Recombinant SENP6 catalytic domain, aminoluciferin luminescence; inhibition, % at 10 µM; hit rate 1.8% among 330,000;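 active = inhibition above about 50% at the single tested dose, limit read from the data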;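 also: plate controls were DMSO wells with enzyme for no effect and DMSO wells lacking enzyme for full effect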
SENP8 block-1 = blocks the human protease SENP8. Q96LD8. purified SENP8, Z-RLRGG-aminoluciferin cleavage, luminescence. inhibition, % at 10 µM. hit rate 1.2% among 330,000. AID 2540; in the data active = inhibition above about 50%
Target sequence (Q96LD8 whole entry, looked up): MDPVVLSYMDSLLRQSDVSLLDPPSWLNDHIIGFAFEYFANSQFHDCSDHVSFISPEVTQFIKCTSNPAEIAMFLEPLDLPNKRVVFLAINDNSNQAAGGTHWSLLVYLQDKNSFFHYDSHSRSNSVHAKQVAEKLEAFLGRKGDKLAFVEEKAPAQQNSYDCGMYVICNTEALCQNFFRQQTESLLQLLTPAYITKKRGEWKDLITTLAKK
SENP1 inh = blocks the human SENP1 SUMO protease catalytic domain. hit rate 0.21% among 360,000. AID 624204. recombinant SENP1 catalytic domain, CyPet-SUMO1-YPet FRET cleavage. Q9P0U3. inhibition, % at 10 µM;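 active = inhibition at least 30% at 10 µM, raw YFP signal under a set limit, fluorescence ratio 0.5 to 1.5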;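 also: 0% = enzyme with DMSO and 100% = no enzyme wells; some results filed as inactive read as strong as hits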
Target sequence (Q9P0U3 419-644 limits assumed): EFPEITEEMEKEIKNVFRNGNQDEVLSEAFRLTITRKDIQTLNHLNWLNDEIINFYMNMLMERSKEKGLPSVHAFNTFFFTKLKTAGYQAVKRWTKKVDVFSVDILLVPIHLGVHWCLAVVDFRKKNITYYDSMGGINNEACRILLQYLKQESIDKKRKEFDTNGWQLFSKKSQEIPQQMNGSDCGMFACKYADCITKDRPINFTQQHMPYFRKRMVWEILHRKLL
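Compound: 10 µM single point, 0.5% DMSO; Test system: hSENP1 catalytic domain, recombinant; Timing: 50 min reaction at room temperature; Technique: FRET, CFP and YFP emission; Control set: no-enzyme wells low, DMSO-plus-enzyme wells high control.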
PfG6PD inh = PfG6PD (Plasmodium falciparum) enzyme inhibition | hit rate 0.78% among 350,000 | inhibition, % at 20 µM | AID 504690 | PfGluPho enzyme, NADPH resazurin-diaphorase fluorescence;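 active = inhibition reaching at least a set limit at 20 µM in the primary screen, cut at about 59% in these data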;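 also: 0% = DMSO wells with substrate and 100% = DMSO wells lacking glucose-6-phosphate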
SENP8 block-2 = inhibitors of human SENP8 protease; inhibition, % at 20 µM; hit rate 0.64% among 360,000; Q96LD8; AID 602440; recombinant SENP8, Nedd8 substrate fluorescence; in the data active = inhibition mostly above about 40%, no sharp cut-off; inactive = mostly below about 27%
Starred values were filed as active, the others as inactive.

`CS(=O)(=O)N(CC(=O)Nc1cccc(Cl)c1)c1ccccc1Cl` gave HKDC1 inh 2, Apaf-1 inh 18, SENP7 block 7, SENP6 inh 11, SENP8 block-1 -2, SENP1 inh 0, PfG6PD inh 4 and SENP8 block-2 21.
`O=C(CSc1cccc2cccc(Cl)c12)NCc1cccs1` gave HKDC1 inh 0, Apaf-1 inh 17, SENP7 block 0, SENP6 inh -1, SENP8 block-1 -6, SENP1 inh -3, PfG6PD inh 39 and SENP8 block-2 3.
For O=C(CSc1ccc2ccccc2c1)Nc1ccc(S(=O)(=O)Nc2nccs2)cc1 the results were HKDC1 inh 15, Apaf-1 inh 4, SENP7 block -1, SENP6 inh 14, SENP8 block-1 7, SENP1 inh -10, PfG6PD inh -21 and SENP8 block-2 10.
For Cn1nc(Cc2cccc3ccccc23)c(C#N)c1N the results were HKDC1 inh 2, Apaf-1 inh 2, SENP7 block -2, SENP6 inh -4, SENP8 block-1 3, SENP1 inh 0, PfG6PD inh 1 and SENP8 block-2 5.
For O=c1c2ccccc2nc2oc3ccccc3n12 the results were HKDC1 inh -3, Apaf-1 inh 2, SENP7 block 80*, SENP6 inh 88*, SENP8 block-1 74*, SENP1 inh 2, PfG6PD inh 23 and SENP8 block-2 -25.
`CCN(Cc1nc2ccccc2c(=O)[nH]1)C(=O)c1cc(C2CC2)nn1-c1ccccc1` gave HKDC1 inh -7, Apaf-1 inh 10, SENP7 block -2, SENP6 inh -18, SENP8 block-1 -6, SENP1 inh -8, PfG6PD inh 13 and SENP8 block-2 -4.
Screening NC(=O)c1ccc(S(=O)(=O)N2CCSCC2)cc1 returned HKDC1 inh -11, Apaf-1 inh -11, SENP7 block 6, SENP6 inh -12, SENP8 block-1 -6, SENP1 inh -2, PfG6PD inh 9 and SENP8 block-2 2.
For Nn1c(SCC(=O)NC2CCCC2)nnc1-c1ccccc1F the results were HKDC1 inh -8, Apaf-1 inh -7, SENP7 block -2, SENP6 inh -8, SENP8 block-1 0, SENP1 inh 0, PfG6PD inh 1 and SENP8 block-2 23.
Screening C1=CC2C3C=CC(C3)C2C1 (configuration not stated) returned HKDC1 inh -4, Apaf-1 inh -8, SENP7 block -7, SENP6 inh -19, SENP8 block-1 0, SENP1 inh 1, PfG6PD inh -1 and SENP8 block-2 0.
CN(Cc1nc(Cc2ccccc2F)no1)CC1(N2CCOCC2)CCCCC1 was read as HKDC1 inh -2, Apaf-1 inh -14, SENP7 block 7, SENP6 inh -19, SENP8 block-1 4, SENP1 inh 2, PfG6PD inh 2 and SENP8 block-2 13.
COC(=O)c1ccc(CNC(=O)CSc2nc3ccccc3[nH]2)cc1 was read as HKDC1 inh -4, Apaf-1 inh 5, SENP7 block -6, SENP6 inh -9, SENP8 block-1 2, SENP1 inh 2, PfG6PD inh -4 and SENP8 block-2 9.
For OC(COc1cc(Cl)c(Cl)cc1Cl)CN1CCN(c2ncccn2)CC1 (configuration not stated) the results were HKDC1 inh -5, Apaf-1 inh 17, SENP7 block -7, SENP6 inh 13, SENP8 block-1 0, SENP1 inh 1, PfG6PD inh 10 and SENP8 block-2 16.
`Cc1cccc(CSc2ncccc2C(=O)O)c1` gave HKDC1 inh -6, Apaf-1 inh -1, SENP7 block 11, SENP6 inh 9, SENP8 block-1 -8, SENP1 inh 3, PfG6PD inh -3 and SENP8 block-2 5.
COc1ccc(/C(O)=C/C(=O)C(=O)NNC(=O)C(O)(c2ccccc2)c2ccccc2)cc1 was read as HKDC1 inh -4, Apaf-1 inh 16, SENP7 block -2, SENP6 inh 9, SENP8 block-1 -3, SENP1 inh 12, PfG6PD inh -17 and SENP8 block-2 -4.
Screening CCn1c(COc2cccc3cccnc23)nnc1SCC(=O)OC returned HKDC1 inh 13, Apaf-1 inh 5, SENP7 block -4, SENP6 inh -4, SENP8 block-1 -6, SENP1 inh 1, PfG6PD inh -12 and SENP8 block-2 -36.
`CC(=O)c1cccc(NC(=S)Nc2ccn(Cc3cccc4ccccc34)n2)c1` gave HKDC1 inh 2, Apaf-1 inh 9, SENP7 block 2, SENP6 inh -5, SENP8 block-1 -8, SENP1 inh 3, PfG6PD inh -9 and SENP8 block-2 9.
For COCCCNC(=O)CC(NS(=O)(=O)c1ccc(C)cc1)c1ccco1 (configuration not stated) the results were HKDC1 inh -2, Apaf-1 inh -1, SENP7 block 3, SENP6 inh -10, SENP8 block-1 2, SENP1 inh 2, PfG6PD inh -12 and SENP8 block-2 10.
`CCOc1ccc(S(=O)(=O)NC(C)C(=O)NC2CCCC2)cc1` (configuration not stated) gave HKDC1 inh -4, Apaf-1 inh -3, SENP7 block -4, SENP6 inh 3, SENP8 block-1 4, SENP1 inh 1, PfG6PD inh -4 and SENP8 block-2 -1.
For CC(=O)c1c(C)nn(-c2ccccc2)c1C the results were HKDC1 inh -4, Apaf-1 inh -12, SENP7 block 6, SENP6 inh 15, SENP8 block-1 11, SENP1 inh 0, PfG6PD inh 9 and SENP8 block-2 16.
`Cc1ccc(S(=O)(=O)NCC(=O)N(CC(=O)NC2CCCC2)c2ccc3c(c2)OCCO3)cc1` gave HKDC1 inh -7, SENP1 inh 1, PfG6PD inh 7 and SENP8 block-2 18.
`CCOC(=O)C1=C(N)Oc2c(oc(CO)cc2=O)C1c1ccc(F)cc1` (configuration not stated) gave HKDC1 inh -2, Apaf-1 inh 4, SENP7 block 2, SENP6 inh -6, SENP8 block-1 5, SENP1 inh 1, PfG6PD inh -11 and SENP8 block-2 16.
Screening Cc1cccc(C2Nc3cccc4cccc(c34)N2)c1 returned HKDC1 inh 14, Apaf-1 inh 14, SENP7 block 8, SENP6 inh 0, SENP8 block-1 -2, SENP1 inh 3, PfG6PD inh 47 and SENP8 block-2 30.
CCOC(=O)COc1nc(-c2ccc(Cl)cc2)cc(-c2ccco2)c1C#N was read as HKDC1 inh -4, Apaf-1 inh 3, SENP7 block -7, SENP6 inh -5, SENP8 block-1 1, SENP1 inh 1, PfG6PD inh 14 and SENP8 block-2 -436.
COc1ccc(CCNC(=O)CCn2c(=O)c3cccn3c3cccnc32)cc1OC was read as HKDC1 inh -7, Apaf-1 inh 1, SENP7 block 0, SENP6 inh 2, SENP8 block-1 0, SENP1 inh -1, PfG6PD inh 9 and SENP8 block-2 -2.
For CN1CCN(C(=O)C2=C[C@@H](c3csc4ccccc34)C[C@@H](OCCCCO)O2)CC1 the results were HKDC1 inh -3, Apaf-1 inh 7, SENP7 block 9, SENP6 inh -14, SENP8 block-1 -16, SENP1 inh -2, PfG6PD inh 8 and SENP8 block-2 0.
Screening C#CC1(O)CCC2C3CCC4=C(CCC(=O)C4)C3CCC21C (configuration not stated) returned HKDC1 inh -5, SENP1 inh 0, PfG6PD inh 7 and SENP8 block-2 9.
COC(=O)C(C)(C)ONC(=O)Nc1ccc([N+](=O)[O-])cc1 was read as HKDC1 inh -15, Apaf-1 inh 5, SENP7 block 5, SENP6 inh -11, SENP8 block-1 -9, SENP1 inh 0, PfG6PD inh 7 and SENP8 block-2 13.
For CCN(CCNC(=O)CN(C)S(=O)(=O)c1cccc2nsnc12)c1ccccc1 the results were HKDC1 inh -6, Apaf-1 inh 10, SENP7 block -4, SENP6 inh -1, SENP8 block-1 -13, SENP1 inh 5, PfG6PD inh -4 and SENP8 block-2 8.
CCOC(=O)C1=C(C)NC(C)=C(C(=O)OCC)C1C(=O)OCC(=O)N1CCc2ccccc2C1 was read as HKDC1 inh 4, Apaf-1 inh 3, SENP7 block -5, SENP6 inh -7, SENP8 block-1 -4, SENP1 inh -4, PfG6PD inh -2 and SENP8 block-2 -228.
For Cc1ccc(-c2nnc(SCC(=O)NNC(=O)COc3ccccc3C)n2C)cc1 the results were HKDC1 inh 5, Apaf-1 inh 6, SENP7 block 4, SENP6 inh 6, SENP8 block-1 -3, SENP1 inh 2, PfG6PD inh -12 and SENP8 block-2 23.
CN(C(=O)COC(=O)C12CC3CC(CC(Cl)(C3)C1)C2)C1(C#N)CCCCC1 was read as HKDC1 inh -5, Apaf-1 inh 4, SENP7 block -6, SENP6 inh -19, SENP8 block-1 -8, SENP1 inh 1, PfG6PD inh -6 and SENP8 block-2 4.
COc1ccc2[nH]c(=O)c(-c3nnn(-c4ccc(F)cc4)n3)cc2c1 was read as HKDC1 inh 5, Apaf-1 inh 4, SENP7 block 8, SENP6 inh 15, SENP8 block-1 6, SENP1 inh -24, PfG6PD inh 24 and SENP8 block-2 inactive.
Screening O=C(CCN1C(=O)/C(=C\c2cccs2)SC1=S)Nc1ccc(C(=O)O)cc1 returned HKDC1 inh 9, Apaf-1 inh 1, SENP7 block -4, SENP6 inh 15, SENP8 block-1 17, SENP1 inh 3, PfG6PD inh -7 and SENP8 block-2 14.
For COc1ccc(Cl)cc1NC(=O)CCCN1C(=O)CCC1=O the results were HKDC1 inh -1, Apaf-1 inh 5, SENP7 block 2, SENP6 inh 19, SENP8 block-1 1, SENP1 inh 2, PfG6PD inh -1 and SENP8 block-2 12.
`O=C(CCc1ccccc1)NC(=S)NCc1ccco1` gave HKDC1 inh 1, Apaf-1 inh 9, SENP7 block -3, SENP6 inh -16, SENP8 block-1 -8, SENP1 inh 1, PfG6PD inh -5 and SENP8 block-2 9.
Screening O=C(Nc1ccc(-c2nnc(-c3ccccc3)o2)cc1)C(F)(F)F returned HKDC1 inh -4, Apaf-1 inh -9, SENP7 block 91*, SENP6 inh 76*, SENP8 block-1 66*, SENP1 inh -1, PfG6PD inh -1 and SENP8 block-2 -196.
Screening CSc1nc(N)nc(SCC(=O)Nc2ccc(Cl)cc2)c1C#N returned HKDC1 inh 6, Apaf-1 inh 19, SENP7 block 2, SENP6 inh -14, SENP8 block-1 -10, SENP1 inh 0, PfG6PD inh 3 and SENP8 block-2 -1.
For O=C(O)c1ccccc1NS(=O)(=O)c1ccc(N/N=C/c2cccc(O)c2O)c([N+](=O)[O-])c1 the results were HKDC1 inh 36*, SENP1 inh -4, PfG6PD inh -49 and SENP8 block-2 39*.
Screening C=C1[C@H](C)CN[C@H]1CCO returned HKDC1 inh -4, SENP1 inh 2, PfG6PD inh 1 and SENP8 block-2 1.
COc1cc(-c2nnc(COC(=O)CSc3cc(C)c4ccccc4n3)o2)cc(OC)c1OC was read as HKDC1 inh -3, Apaf-1 inh 15, SENP7 block -12, SENP6 inh -15, SENP8 block-1 -11, SENP1 inh -2, PfG6PD inh 7 and SENP8 block-2 -28.
`COCC(=O)n1nc(-c2ccccc2)nc1NCc1ccccc1` gave HKDC1 inh -6, Apaf-1 inh 0, SENP7 block 8, SENP6 inh -20, SENP8 block-1 -3, SENP1 inh 2, PfG6PD inh 5 and SENP8 block-2 0.
